MITF TRPM1 inh = MITF TRPM1 promoter inhibition in SK-MEL-5 cells; SK-MEL-5 TRPM1 promoter luciferase, 24 h; inhibition, % at 12.5 µM; 330,000 compounds, 0.83% hits;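 active means mean inhibition across replicates of 60% or more, whatever share of single replicates reaches that level; inconclusive means some that reach 60%, reason not given; inactive means mean inhibition across replicates below 60%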; further: values of inactives mirror those of a sister screen read the other way
PDI inh = blocks human protein disulfide isomerase activity. inhibition, % at 10 µM. P07237. 350,000 compounds, 0.052% hits. PDI insulin aggregation turbidity, A650, 90 min;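 active means mean inhibition across replicates of 30% or more, whatever share of single replicates reach that level; inconclusive means mean inhibition below 30% while every single replicate reaches 30%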;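 further: absorbance from insulin aggregation driven by PDI reduction with DTT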
Target sequence (P07237 whole entry, looked up): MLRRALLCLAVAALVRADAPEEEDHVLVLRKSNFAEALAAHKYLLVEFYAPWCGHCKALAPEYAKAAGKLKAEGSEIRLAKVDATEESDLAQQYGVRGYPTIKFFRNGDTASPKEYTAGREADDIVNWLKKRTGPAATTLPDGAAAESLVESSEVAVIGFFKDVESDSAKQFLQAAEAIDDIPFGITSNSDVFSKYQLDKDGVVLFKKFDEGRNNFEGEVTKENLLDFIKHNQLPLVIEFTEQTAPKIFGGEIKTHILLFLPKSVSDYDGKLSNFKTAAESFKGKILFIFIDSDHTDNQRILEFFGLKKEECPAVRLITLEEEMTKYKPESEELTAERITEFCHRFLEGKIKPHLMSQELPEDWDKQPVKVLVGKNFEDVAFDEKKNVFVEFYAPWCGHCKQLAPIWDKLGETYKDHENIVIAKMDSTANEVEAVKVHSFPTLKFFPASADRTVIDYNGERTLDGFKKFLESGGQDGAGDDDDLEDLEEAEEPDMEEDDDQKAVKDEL
Peg3 prom inh = reduces Peg3 promoter-driven luciferase expression in HeLa | HeLa PEG-Prom luciferase reporter, luminescence, overnight | inhibition, % at 20 µM | 360,000 compounds, 1.7% hits;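 active means inhibition of at least 50% at 20 µM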
NR2E3 ag-1 = human photoreceptor-specific nuclear receptor agonism; AID 602229; 360,000 compounds, 0.35% hits; Q9Y5X4; inhibition of corepressor binding, % at 3.98 µM; CHO-S Gal4-NCOR/VP16-NR2E3 two-hybrid, luciferase;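 active means inhibition above the mean of all tested compounds plus 3 SD, cut at about 70% in these data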;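 further: 0% = DMSO with NR2E3 transfected cells and 100% = cells lacking NR2E3 construct; higher means lower luciferase signal from less NR2E3 corepressor binding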
HTR2A ag = activates the mouse 5-HT2A serotonin receptor. P35363. CHO-K1 mHTR2A beta-arrestin complementation, luminescence; percent of 30 µM serotonin response. activation, % at 7.6 µM. 360,000 compounds, 0.66% hits. AID 624169;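 active means activation above a run cutoff, the mean activation of all tested compounds plus 3 SD, cut at about 14% in these data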;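 further: 0% = plate median of compound wells and 100% = 30 µM serotonin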
Target sequence (P35363 whole entry, looked up): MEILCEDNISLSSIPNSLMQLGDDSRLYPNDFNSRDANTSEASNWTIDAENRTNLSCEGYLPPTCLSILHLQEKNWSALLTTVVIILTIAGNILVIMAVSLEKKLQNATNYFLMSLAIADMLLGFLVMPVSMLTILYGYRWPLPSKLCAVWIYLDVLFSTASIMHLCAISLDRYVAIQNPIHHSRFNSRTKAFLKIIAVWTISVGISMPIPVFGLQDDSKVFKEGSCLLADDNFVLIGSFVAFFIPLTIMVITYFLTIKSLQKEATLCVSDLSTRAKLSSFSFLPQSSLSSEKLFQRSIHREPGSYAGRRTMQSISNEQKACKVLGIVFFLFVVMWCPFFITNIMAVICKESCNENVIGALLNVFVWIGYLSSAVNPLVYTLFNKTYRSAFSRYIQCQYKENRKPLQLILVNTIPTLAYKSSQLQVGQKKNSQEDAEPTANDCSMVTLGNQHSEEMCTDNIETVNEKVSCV
Shn3 3UTR inh = inhibitors of Schnurri-3 3'UTR reporter in osteoblasts; Clone20 osteoblast Shn3 3'UTR firefly luciferase, 24 h; inhibition, % at 12.5 µM; 360,000 compounds, 0.52% hits; AID 588674;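 active means mean inhibition of at least 75% with every replicate also reaching 75%; inconclusive means mean inhibition at least 75% but some replicate below; inactive means mean inhibition below 75%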;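 further: 0% = median of neutral control wells and 100% = pilot-screen positive control compound; some compounds past the cut are filed as inactive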
H9c2 protect = modulators protecting cardiomyocytes from myocardial damage; H9c2 cardiomyocytes, H2O2 injury protection, ATPLite, 2 h; protection from H2O2 cell death, % at 20 µM; 360,000 compounds, 0.63% hits; AID 588492;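 active means compounds giving at least 50% protection of heart cells from peroxide-induced death in the single-dose screen, raw or plate-pattern-corrected value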;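 further: 0% = DMSO wells with peroxide and 100% = DMSO wells without peroxide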
NR2E3 ag-2 = NR2E3 (human) agonism; Q9Y5X4; GST-NR2E3/biotin-RetCOR TR-FRET, 1536-well; inhibition of corepressor binding, % at 4.78 µM; 320,000 compounds, 0.12% hits; AID 2300;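 active means percent inhibition above the cutoff of mean plus 3 SD of all tested compounds, set per screening campaign, cut at about 20% in these data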;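 further: 0% = DMSO wells and 100% = biotin wells as full block of FRET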
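Test system: GST-NR2E3 and biotin-RetCOR proteins | Quantity: 1.35 nM GST-tagged NR2E3 final | Medium: Tris pH 7.5 | Also added: 7 nM biotin-RetCOR | Dosing: Compound at 4.8 µM, single dose | Timing: 5 h at 4 °C | Detection: Time-resolved FRET | Read-out basis: Percent inhibition | Benchmarks: Biotin wells as high control, 0.6% DMSO wells as low control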
hiPSC survival = increases survival of single human iPS cells. hiPSC single-cell survival, ATPlite luminescence; 100% = ROCK inhibitor wells, 0% = DMSO. survival enhancement, % at 20 µM. 360,000 compounds, 0.044% hits. AID 602274; in the data active means survival enhancement above about 18%;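 further: cells exposed to compounds for 16 hours before the ATP read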
HIF-2a inh = HIF-2a inhibition | 786-0 RCC cells HIF-2a reporter, luciferase luminescence, overnight | inhibition, % at 18.8 µM | 360,000 compounds, 0.72% hits | AID 624352;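 active means inhibition of the luminescence signal of 40% or more relative to plate controls, in a single-dose primary screen at 18.75 µM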
CaV13 FRET inh = Primary screen for inhibitors of IQ motif and Ca2+-dependent inactivation inhibitor domain binding in CACNA1D, Förster resonance energy transfer in living cells, …. inhibition, % at 12.3 µM. 340,000 compounds, 0.098% hits. HEK cells, CFP/YFP FRET ICDI-IQ, plate reader, 10 min; percent FRET-ratio fall versus neutral wells;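 active means mean replicate inhibition of at least 30% and at least 1% of replicates passing that level; inconclusive means only one of the two criteria is met; inactive means neither criterion is met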;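 further: 0% = median of the neutral control wells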
Starred values were filed as active, the others as inactive; ? = inconclusive; . = not tested or not shown.

SMILES	MITF TRPM1 inh	PDI inh	Peg3 prom inh	NR2E3 ag-1	HTR2A ag	Shn3 3UTR inh	H9c2 protect	NR2E3 ag-2	hiPSC survival	HIF-2a inh	CaV13 FRET inh
CCOC(=O)[C@@H]1[C@H]2COc3ccc(Br)cc3[C@@H]2N2C(=O)N(c3ccccc3)C(=O)[C@]12C	-5	4	-10	-14	4	5	2	2	1.6	1	-4
COc1ccc(N2CCN(C(=O)CNC(=O)c3cccc(Br)c3)CC2)cc1	6	7	-2	-20	-2	16	-1	4	0.2	-2	-2
CCOC(=O)c1nn(-c2ccc(Cl)cc2)c(C)cc1=O	-12	1	6	-20	-1	14	-3	2	-0.4	16	-4
CN(C)c1ccc(CC2C(=O)Nc3ccccc32)cc1 (centres undefined)	-16	0	-133	-19	2	-80	5	-4	-0.3	-122	-2
CCOc1cc(N2CCOCC2)c(OCC)cc1NC(=O)CN1C(=O)NC(C)(C2CC2)C1=O (centres undefined)	10	6	18	4	-2	0	10	1	1.3	15	-2
Cc1cccc(NC(=O)/C(C#N)=C/c2ccc(F)cc2)n1	-1	1	1	-7	2	-9	4	2	0.7	0	-22
CC(C)(C)NC(=O)C(c1ccc(-c2ccccc2)cc1)N(C[C@H]1CC[C@@H]([C@@H]2CC[C@H](CO)O2)O1)C(=O)c1ccc(-c2ccccc2)cc1 (some centres undefined)	27	-3	43	-6	-2	28	-12	.	-1.0	-22	.
C[C@@H]1CN([C@@H](C)CO)C(=O)c2cccc(NS(=O)(=O)c3cccs3)c2O[C@H]1CN(C)Cc1ccc(C(F)(F)F)cc1	-1	19	4	-14	-3	-35	0	.	0.5	9	-5
CCOC(=O)Nc1cccc(NC(=O)c2ccccc2F)c1	-15	1	-20	-19	3	-3	-2	1	-0.1	-18	-2
O=C(NCC1CCCO1)c1ccc2c(=O)n(-c3ccc(F)cc3)c(=S)[nH]c2c1 (centres undefined)	-10	4	11	-12	-5	9	1	0	-0.3	3	-4
CCCN1CCc2c(sc3nc(SCC)n(-c4ccccc4)c(=O)c23)C1	12	-33	-6	-4	-2	12	-4	.	0.8	9	.
COc1ccc(C2C(C(=O)O)CC(=O)N2C2CCCCC2)cc1 (centres undefined)	10	-9	10	-5	-3	-15	-1	-2	-0.5	-7	-4
O=C(c1ccc(F)cc1F)N1CCN(S(=O)(=O)c2ccc3c(c2)OCCO3)CC1	10	-2	11	-28	-1	-39	-8	8	0.1	9	-2
O=C(NNc1c(F)c(F)cc(F)c1F)c1ccc(Cl)nc1	3	-4	3	-25	-5	16	2	5	-0.5	4	-4
C[C@H](CO)N1C[C@H](C)[C@@H](CN(C)C(=O)Nc2ccnc(N3CCOCC3)c2)OCc2cnnn2CCCC1=O	.	2	5	-39	-2	-5	-2	.	-2.3	-3	-6
CCN(CC)C(=O)Oc1nnc(SC(C)C)n1-c1ccc(Cl)cc1	1	2	17	1	-1	-1	7	-5	-0.6	17	-5
CCO[C@@H]1OC(C(=O)N2CCN(Cc3ccccc3)CC2)=C[C@H](c2ccccc2)[C@H]1CCCO	-12	-3	-3	10	-11	4	-1	-1	-0.2	13	-3
NC(=O)C1(NC(=O)[C@@H]2CC3(CC(c4cccc(NC(=O)[C@@H]5CCC(=O)N5)c4)=NO3)CN2C(=O)c2ccccc2)CC1 (some centres undefined)	1	1	-11	16	-2	3	10	1	1.0	3	-10
CCCNS(=O)(=O)c1ccc(CCC(=O)NCCc2ccc(OC)c(OC)c2)cc1	-2	-2	17	-10	-2	-9	-4	2	0.3	18	-2
CCCC(C)C(=O)Nc1ncc(S(=O)(=O)c2ccc([N+](=O)[O-])cc2)s1 (centres undefined)	10	-2	28	27	9	-20	-13	4	-0.6	9	-7
CCOC(=O)CC1Sc2ccccc2NC1=O (centres undefined)	4	-4	-10	2	-1	12	3	-1	0.4	-40	-8
CCCCn1c2ccc(F)cc2c2nnc(SCCN3CCCCC3)nc21	-15	-4	25	-15	-10	16	-12	.	-0.6	-6	-5
Cc1ncc([N+](=O)[O-])n1S(=O)(=O)c1ccc2c(c1)OCCO2	6	-4	-5	-25	0	8	-2	.	-0.4	11	-2
Cn1nc(C(C)(C)C)cc1C(=O)N1CCCCC1c1cc(C(=O)Nc2ccc(F)c(Cl)c2)no1 (centres undefined)	.	2	25	36	0	86*	-23	.	0.0	6	-5
CC(=O)c1ccc(NC(=O)c2noc3c2CCC3)cc1	56	0	28	-39	5	40	-4	2	-0.6	49*	-6

(more compounds)
SMILES	MITF TRPM1 inh	PDI inh	Peg3 prom inh	NR2E3 ag-1	HTR2A ag	Shn3 3UTR inh	H9c2 protect	NR2E3 ag-2	hiPSC survival	HIF-2a inh	CaV13 FRET inh
CC(=O)C12OC(C)(C)OC1CC1C3CCC4=CC(=O)C=CC4(C)C3(F)C(O)CC12C (centres undefined)	-12	-10	-10	24	4	0	-3	.	3.2	25	-6
CCOC(=O)N1CCN(C(=O)c2cc(-c3ccncc3)nc3ccccc23)CC1	10	-6	8	-44	-1	-7	10	3	-0.2	7	-6
CCCc1cc(=O)oc2cc(C)cc(OCC(=O)Nc3ccc(CN4CCOCC4)cc3)c12	10	-11	24	1	-5	2	27	2	0.0	-4	-16
O=C(COc1ccc([N+](=O)[O-])cc1)N/N=C/c1ccccn1	10	2	-5	-9	-6	-18	6	-2	-2.6	3	.
COC(=O)c1ccc(CSc2nnc3c(Cl)cc(Cl)cn23)o1	0	1	4	-15	0	-8	-2	3	-0.2	-1	-8
[O-][n+]1onc2c3ccnnc3ccc21	16	-2	0	-5	3	9	5	0	-0.7	4	-1
COc1ccccc1OCCNC(=O)c1ccc2c(c1)CCC2	-83	-4	-270	-102	-5	-69	0	7	-0.4	-225	-2
Fc1ccccc1-c1nc(-c2ccc(-c3nn[nH]n3)cc2)no1	-44	-5	-260	-137	6	-52	1	.	-0.4	-270	-5
CO/N=C\CC(=O)Nc1ccc(F)cc1	3	-3	8	-18	-1	-10	7	-1	-1.4	15	-4
CC1(OC(=O)C2CCCC2)C(=O)C=C2C=C(c3ccsc3)N(CCc3c[nH]c4ccccc34)C=C2C1=O (centres undefined)	7	-9	-13	-20	1	-6	-17	1	-2.6	11	.
N#Cc1ccc(C(=O)Nc2cc(-c3ccc(F)cc3)nn2-c2ccccc2)cc1	3	-6	1	-34	2	13	-14	3	-1.6	-45	-6
COc1ccc(NC(=O)c2cnn(-c3ccccc3)c2C)cc1	-19	-4	-121	-137	-1	-104	-13	0	-0.6	-136	0
O=C(CN1CCOCC1)Nc1ccc(OCc2ccccc2)cc1	-10	-7	-23	-24	-5	-9	-3	2	4.2	-49	-4
O=C(CC1OC(=O)c2ccccc21)Nc1cc(S(=O)(=O)N2CCOCC2)ccc1OCC(F)(F)F (centres undefined)	-2	-3	9	12	8	0	7	3	0.7	-8	-3
CCOc1ccc(OCC(=O)N2CCC3(CC2)CC(=O)c2ccccc2O3)cc1	-1	-5	-12	-14	19*	9	-2	-1	-0.4	12	-6
CN(Cc1cccs1)C(=O)COc1cccc2c1OC(C)(C)C2	-2	1	-19	6	2	-28	2	.	5.3	3	-9
CCOC(=O)N1CCN(S(=O)(=O)c2ccc(C)c(C)c2)CC1	4	-9	20	-11	3	10	-2	1	-0.2	5	-9
O=C(c1cc2ccccc2oc1=O)N1CCN(c2ncccn2)CC1	-50	-1	-231	-34	0	-80	2	1	-0.4	-176	.
CC(/C=C/C=C/c1ccccc1)=N\NC(=O)c1cccnc1	3	-2	27	-2	-2	-11	28	5	-3.0	-19	-2
COCCCn1c(-c2ccco2)nc2ccccc2c1=O	0	-1	-2	0	0	4	-1	-4	-3.5	22	-4
CC(C)Cc1nnc(NC(=O)CCC(=O)N2CCN(C3CCCC3)CC2)s1	3	2	-12	17	-2	6	0	2	-0.6	0	-3
O=c1c2ccccc2nc(N/N=C/c2c(O)ccc3ccccc23)n1O	30	10	-61	-21	-4	64	-10	3	1.0	-193	.
NNC(=O)CNC(=O)c1cccc(Br)c1	9	-3	-3	-6	7	-1	-2	1	4.6	13	.
CC(=O)Oc1c(/C=C(\C#N)C(N)=O)[nH]c2ccccc12	?	0	-1	23	2	-3	-15	.	-0.5	0	-5
Cc1cccc(C)c1NC(=O)N1CCC(C(=O)c2ccc(F)cc2)CC1	13	-3	14	9	-8	15	1	2	-0.3	11	-2

More records follow:
SMILES	MITF TRPM1 inh	PDI inh	Peg3 prom inh	NR2E3 ag-1	HTR2A ag	Shn3 3UTR inh	H9c2 protect	NR2E3 ag-2	hiPSC survival	HIF-2a inh	CaV13 FRET inh
CCOC(=O)C1CCCN1C(=O)C1(NC(C)=O)CCCC1 (centres undefined)	1	0	4	-2	1	-10	-1	.	14	-1	-6
Cc1c(S(=O)(=O)N2CCCC2)c(=O)n(C)c(=O)n1C	4	4	6	-42	4	0	-1	-3	-0.2	5	-6
Cc1ccc(S(=O)(=O)N2CCN(C(=O)CSc3nncs3)CC2)cc1	9	0	10	4	-1	0	-3	1	0.5	15	-4
CCC(CC)c1nnc(NC(=O)CN2C(=O)C3C4C=CC(C4)C3C2=O)s1 (centres undefined)	12	-7	18	1	-5	16	-1	1	-3.1	10	-5
S=c1[nH]c2ccccc2n2c(=S)[nH]nc12	-3	-2	-14	-13	0	-5	-3	-76	5.6	17	-3
COCc1c(C)cc(C)c(/C=N/O)c1C	-2	-2	-9	-19	1	-7	1	5	-2.1	3	-5
CCOC(=O)c1c(-c2ccc(OC)cc2)csc1NC(=O)CCN1C(=O)c2ccccc2C1=O	4	-3	21	-37	0	0	-1	-3	0.6	6	-8
O=C(Cn1cncn1)N/N=C/c1ccc(Cl)cc1	-10	-11	0	-16	3	-11	6	2	2.7	0	-3
CC1CCCN(c2nc(-c3cccnc3)nc3scc(-c4ccccc4)c23)C1 (centres undefined)	-1	3	-46	-55	5	-1	-4	-1	-0.6	-113	-19
Cc1[nH]nc2c1C(CC(C)C)C(C#N)=C(N)O2 (centres undefined)	0	-1	11	-10	-4	1	-2	0	1.4	15	-5
COc1ccc(N2C(N)=NC(N)=NC2(C)C)cc1	19	1	10	-2	-2	-38	4	4	0.3	16	-4
COc1ccc(-c2csc(Nc3ccccc3)n2)cc1	-62	12	-290	-112	-5	-101	-14	-1	0.4	-278	-20
Cc1ccc(CNC(=O)c2ccccc2NS(C)(=O)=O)cc1	4	6	-11	-13	-4	7	8	2	0.9	11	-7

An unsorted share of the library. Share with any hit: about 3.9%.
